Screens as filed in PubChem.
SENP1 FRET inh = human SENP1 catalytic domain inhibitors, primary screen, biochemical, FRET, uHTS | inhibition, % at 10 µM | Sentrin-specific protease 1 (Homo sapiens), Q9P0U3 | actives 0.21% (n = 360,000) | recombinant SENP1 catalytic domain, CyPet-SUMO1-YPet FRET cleavage;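 active = inhibition at least 30% at 10 µM, raw YFP signal under a set limit, fluorescence ratio 0.5 to 1.5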;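 also: 0% = enzyme with DMSO and 100% = no enzyme wells; some results filed as inactive read as strong as hits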
Target sequence (Q9P0U3 419-644 limits assumed): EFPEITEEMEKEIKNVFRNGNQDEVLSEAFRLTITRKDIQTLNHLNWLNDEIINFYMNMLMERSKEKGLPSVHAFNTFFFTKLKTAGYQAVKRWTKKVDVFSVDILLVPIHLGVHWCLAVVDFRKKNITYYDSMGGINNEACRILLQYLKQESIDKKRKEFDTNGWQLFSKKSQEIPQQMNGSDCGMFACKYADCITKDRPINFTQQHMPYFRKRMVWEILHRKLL
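System: Recombinant human SENP1 catalytic domain, His6-tagged | Incubation: Enzyme reaction for 50 min at room temperature, dark | Medium: Tris pH 8 with BME, BSA, NP40 and catalase | Also added: 25 nM SUMO1 FRET substrate | Compound: 10 µM single point, 0.5% DMSO | Measured by: FRET fluorescence in CFP and YFP emission channels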
SENP6 block = SENP6 protease inhibitors, primary screen, biochemical, luminescence, uHTS | inhibition, % at 10 µM | actives 1.8% (n = 330,000) | Sentrin-specific protease 6 (Homo sapiens), Q9GZR1 | Recombinant SENP6 catalytic domain, aminoluciferin luminescence;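 active = inhibition above about 50% at the single tested dose, limit read from the data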;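 also: plate controls were DMSO wells with enzyme for no effect and DMSO wells lacking enzyme for full effect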
SENP8 block-1 = human SENP8 protease inhibitors, primary screen, biochemical, fluorescence, Nedd8 protein substrate, uHTS; Sentrin-specific protease 8 (Homo sapiens), Q96LD8; recombinant SENP8; inhibition, % at 20 µM; actives 0.64% (n = 360,000); AID 602440, 2012; in the data active = inhibition mostly above about 40%, no sharp cut-off; inactive = mostly below about 27%
Target sequence (Q96LD8 whole entry, looked up): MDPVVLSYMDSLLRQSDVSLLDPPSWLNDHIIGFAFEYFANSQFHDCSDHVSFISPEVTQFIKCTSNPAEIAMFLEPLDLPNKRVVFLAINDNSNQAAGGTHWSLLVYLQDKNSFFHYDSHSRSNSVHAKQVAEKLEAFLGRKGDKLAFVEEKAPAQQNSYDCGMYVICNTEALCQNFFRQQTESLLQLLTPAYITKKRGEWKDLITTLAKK
MIN6 prolif = inducers of MIN6 beta-cell proliferation, primary screen, ATP luminescence, uHTS; MIN6 cells proliferation, ATPlite luminescence, 48 h; cells starved in 0.2% serum; 100% = growth in 10% serum; proliferation, % at 10 µM; actives 0.29% (n = 330,000); AID 2380, 2010;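 active = compounds whose signal lies at least 3.5 SD above the mean of all wells on their plate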;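 also: 0% = DMSO-treated cells in low-serum medium and 100% = 10% serum control; some compounds called inactive have numbers as strong as hits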
HKDC1 inh = HKDC1 hexokinase inhibitors, primary screen, biochemical, fluorescence, uHTS. recombinant HKDC1, G6PDH/diaphorase resazurin coupled fluorescence. actives 0.16% (n = 340,000). Q2TB90. inhibition, % at 20 µM;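 active = inhibition above about 35% when tested at 20 µM, limit read from the data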;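 also: plate controls were DMSO wells with enzyme for no effect and DMSO wells lacking enzyme for full effect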
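Material – in-house recombinant HK5 (HKDC1) enzyme · Quantity – HKDC1 at 5 µg/mL · Buffer or medium – pH 8.0 Tris buffer with 10 mM MgCl2 · Reagent – glucose with 1 mM ATP · Dosing – single 20 µM dose · Times – reaction time 90 min, room temperature, protected from light · Technique – resorufin fluorescence at 613 nm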
PfG6PD inh = PfG6PD enzyme inhibitors, primary screen, biochemical, fluorescence intensity, uHTS. actives 0.78% (n = 350,000). glucose-6-phosphate dehydrogenase-6-phosphogluconolactonase (Plasmodium falciparum 3D7). PfGluPho enzyme, NADPH resazurin-diaphorase fluorescence. inhibition, % at 20 µM;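 active = inhibition reaching at least a set limit at 20 µM in the primary screen, cut at about 59% in these data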;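 also: 0% = DMSO wells with substrate and 100% = DMSO wells lacking glucose-6-phosphate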
UBC13 inh = UBC13 polyubiquitin chain formation inhibitors, primary screen, biochemical, TR-FRET, uHTS; Ubiquitin-conjugating enzyme E2 N (Homo sapiens), P61088; inhibition, % at 20 µM; actives 0.47% (n = 330,000); AID 485273, 2010; in the data active = inhibition above about 45%, passing the limit was not always enough
Target sequence (P61088 whole entry, looked up): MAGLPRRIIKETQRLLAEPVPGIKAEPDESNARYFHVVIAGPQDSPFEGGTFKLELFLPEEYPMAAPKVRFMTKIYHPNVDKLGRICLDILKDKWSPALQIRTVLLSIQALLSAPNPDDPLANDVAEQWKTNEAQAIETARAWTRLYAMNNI
SENP7 block = SENP7 protease inhibitors, primary screen, biochemical, luminescence, uHTS; actives 1.5% (n = 330,000); recombinant SENP7, Z-RLRGG-aminoluciferin luminescence, 40 min; inhibition, % at 5 µM; AID 434973, 2010; Sentrin-specific protease 7 (Homo sapiens), Q9BQF6;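 active = inhibition above about 50% at the single test dose, limit read from the data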;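 also: plate controls were DMSO with enzyme for no effect and no enzyme buffer wells for full effect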
Target sequence (Q9BQF6 706-1050 limits assumed): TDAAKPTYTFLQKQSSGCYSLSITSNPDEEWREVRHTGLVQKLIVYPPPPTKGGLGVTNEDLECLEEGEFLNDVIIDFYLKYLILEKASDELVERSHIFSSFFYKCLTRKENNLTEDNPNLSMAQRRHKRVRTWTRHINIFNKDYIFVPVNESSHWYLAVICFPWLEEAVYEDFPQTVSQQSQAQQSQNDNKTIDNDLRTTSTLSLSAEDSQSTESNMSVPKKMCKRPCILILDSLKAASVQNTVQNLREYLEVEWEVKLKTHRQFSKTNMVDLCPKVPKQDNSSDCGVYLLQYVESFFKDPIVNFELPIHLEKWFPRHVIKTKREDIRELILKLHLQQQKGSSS
SENP8 block-2 = SENP8 protease inhibitors, primary screen, biochemical, luminescence | Sentrin-specific protease 8 (Homo sapiens), Q96LD8 | purified SENP8, Z-RLRGG-aminoluciferin cleavage | inhibition, % at 10 µM | actives 1.2% (n = 330,000) | AID 2540, 2010; in the data active = inhibition above about 50%
The depositor's hits bear a star; . = no result given.

Sample of the layout (seven entries):
SMILES	SENP1 FRET inh	SENP6 block	SENP8 block-1	MIN6 prolif	HKDC1 inh	PfG6PD inh	UBC13 inh	SENP7 block	SENP8 block-2
C[C@H](CO)N1C[C@H](C)[C@@H](CN(C)C(=O)Nc2ccccc2)Oc2c(NS(=O)(=O)c3cccs3)cccc2C1=O	0	-20	-9	2	-2	-3	5	8	-5
COc1cc(/C=N/N2CCOCC2)ccc1OC(=O)c1ccco1	1	60*	-2	0	-7	5	0	70*	40
CC(=O)NC(CCCNC(=S)NC1CCCCC1)C(=O)O (stereo not given)	1	-16	17	1	-11	10	2	5	-5
O=C(Nc1ccccn1)c1ccc([N+](=O)[O-])o1	-5	-4	9	-4	-4	9	1	3	-4
CCCS(=O)(=O)c1c(S(=O)(=O)CCC)c2ccc(C(N)=O)cn2c1C(=O)OC	1	-1	-167	2	-5	-6	5	3	2
CCC1CCCCN1C(=O)CSC1=NN2CCCC(=O)N=C2S1 (stereo not given)	-1	-16	5	1	1	-16	1	4	4
CCc1cccc(C)c1NS(=O)(=O)Cc1ccccc1	-2	-12	17	-5	-1	0	6	-3	2

Main list, from the start:
SMILES	SENP1 FRET inh	SENP6 block	SENP8 block-1	MIN6 prolif	HKDC1 inh	PfG6PD inh	UBC13 inh	SENP7 block	SENP8 block-2
C[C@H](CO)N1C[C@H](C)[C@@H](CN(C)C(=O)Nc2ccccc2)Oc2c(NS(=O)(=O)c3cccs3)cccc2C1=O	0	-20	-9	2	-2	-3	5	8	-5
COc1cc(/C=N/N2CCOCC2)ccc1OC(=O)c1ccco1	1	60*	-2	0	-7	5	0	70*	40
CC(=O)NC(CCCNC(=S)NC1CCCCC1)C(=O)O (stereo not given)	1	-16	17	1	-11	10	2	5	-5
O=C(Nc1ccccn1)c1ccc([N+](=O)[O-])o1	-5	-4	9	-4	-4	9	1	3	-4
CCCS(=O)(=O)c1c(S(=O)(=O)CCC)c2ccc(C(N)=O)cn2c1C(=O)OC	1	-1	-167	2	-5	-6	5	3	2
CCC1CCCCN1C(=O)CSC1=NN2CCCC(=O)N=C2S1 (stereo not given)	-1	-16	5	1	1	-16	1	4	4
CCc1cccc(C)c1NS(=O)(=O)Cc1ccccc1	-2	-12	17	-5	-1	0	6	-3	2
CC/C(O)=C1\C(=O)CCCC1=NCCc1c(C)[nH]c2ccc(C)cc12	3	6	14	-1	3	-8	2	7	0
COc1cccc(NC(=O)C2C3C=CC4(O3)C2C(=O)N(CCCN2CCC(C)CC2)C4C(=O)NC2CCCCC2)c1 (stereo not given)	-2	-7	5	0	-3	13	6	-9	10
CCCCCCc1c(O)nc(SCCN2CCOCC2)[nH]c1=O	2	-4	3	-4	-1	-17	0	-1	-8
CCOC(=O)C1=CC[C@@H](c2ccccc2Cl)N(S(=O)(=O)c2ccc(C)cc2)[C@H]1C(=O)OCC	3	-4	11	-6	0	20	8	2	2
CC(=O)NC(CC(=O)NC1CCCCCC1)c1ccccc1 (stereo not given)	2	-17	3	-2	8	-21	6	5	0
CCCC(O)(c1ccc(Br)cc1)C(CN1CCOCC1)c1ccc(Cl)cc1 (stereo not given)	1	-1	11	-6	2	13	8	-1	3
CC1(C)CCc2cc(S(=O)(=O)N3CCN(S(=O)(=O)c4c(F)cccc4F)CC3)ccc2O1	0	-2	-5	-1	-5	-11	-6	7	-3
COc1ccccc1C(=O)C1CCCN(C(=O)c2cc(C(C)C)no2)C1 (stereo not given)	1	-11	0	-2	-5	1	-10	-2	-11
CC(C)Cn1c(N)c(C(=O)COC(=O)/C=C/c2ccccc2)c(=O)n(C)c1=O	-4	-6	0	-5	0	-2	-8	-13	-8
CCOc1ccccc1C(=O)N1CCOCC1	1	-6	8	0	-1	-16	-2	-8	-11
CN(C)N(Cc1ccccc1)C(=O)C(O)(c1ccccc1)c1ccccc1	2	-18	11	3	-5	-13	-3	-9	-9
C=CCn1c(=N)n(CC(O)COc2ccc(OC)cc2)c2ccccc21 (stereo not given)	-2	2	16	-5	-7	-3	7	6	8
CCN(CC)CCNC(=O)c1ccc(NC(=O)c2cn(-c3ccccc3)nc2-c2cccs2)cc1	2	-16	-12	-6	-2	7	103*	9	-7
O=C(Nc1ccccc1OC(=O)c1ccccc1)c1ccccc1	11	.	-19	.	-3	3	.	.	.
CCC(C)Sc1nnc(Cc2cc(=O)[nH]c(=O)[nH]2)n1-c1ccc(F)cc1 (stereo not given)	18	-10	0	-1	-1	29	-3	-7	-7
CC(C)Cn1c(N)c(C(=O)COC(=O)c2cc(-c3ccco3)nc3ccccc23)c(=O)n(C)c1=O	-29	-6	-468	-6	24	71*	-54	1	-11
Cc1cc(C)n2nc(SCC(=O)N3CCN(c4ccccc4)CC3)nc2n1	2	11	10	1	-7	22	1	1	-1
O=C(Nc1nnc(C2CCCCC2)s1)C1CC(=O)N(c2ccc(F)cc2)C1 (stereo not given)	1	-13	-3	-3	-4	8	-4	-1	-4
The results go on:
SMILES	SENP1 FRET inh	SENP6 block	SENP8 block-1	MIN6 prolif	HKDC1 inh	PfG6PD inh	UBC13 inh	SENP7 block	SENP8 block-2
COc1ccc(NC(=O)CN2CCN(c3ccc(C)cc3C)CC2)cc1	1	9	5	-2	-2	6	8	1	0
CCOCCCn1c(SCC(=O)NC(C)(C)C)nc2ccccc2c1=O	-2	1	11	-1	-1	-16	-7	-5	-5
COCc1nc2ccccc2n1Cc1ccccc1C	-1	7	7	0	-5	-6	4	-1	-1
Cc1ccc(C(=O)NC(=S)NNC(=O)c2ccc([N+](=O)[O-])cc2)cc1	10	6	34	-2	-23	-32	-10	5	-1
COc1ccccc1-n1c(-c2ccccc2)n[nH]c1=S	1	-11	-27	-1	-3	34	0	3	-1
CCOc1ccc(OCC)c(NC(=O)CN(c2ccc(OC)cc2)S(=O)(=O)c2c(C)noc2C)c1	0	-5	10	-2	1	24	0	0	5
COc1ccc([C@@H]2[C@@H]3C(=O)N(C(C)(C)C)C(=O)[C@@H]3[C@]3(Cc4ccc(Cl)cc4)C(=O)N(c4ccc(C)cc4)C(=O)N23)cc1	0	-10	8	-8	-3	2	-8	1	-5
Cc1ccc2cc(CN(CC3CCCO3)S(=O)(=O)c3ccc4c(c3)OCCO4)c(=O)[nH]c2c1C (stereo not given)	-3	-18	-90	0	-7	-7	1	-9	-12
COc1ccc(OC)c2[nH]c(=O)c(CCNC(=O)C(=O)c3c(C)[nH]c4ccccc34)cc12	0	-12	-51	-2	2	0	1	6	3
O=C(COC(=O)c1c(Cl)ccc(Cl)c1Cl)NCC1CCCO1 (stereo not given)	2	-11	14	4	-6	6	12	-3	-4
CCc1ccccc1OCC(=O)Nc1cc(S(=O)(=O)N2CCOCC2)ccc1N1CCCCC1	-5	-10	11	-7	3	12	2	-1	17
C#CCOCCOCCOCCNc1nc(N2CCN(C(=O)[C@H](CCC(=O)O)n3cc(C(N)CC(C)C)nn3)CC2)nc(N2CCN(C(=O)[C@H](CCC(=O)O)n3cc(C(N)[C@H](C)CC)nn3)CC2)n1 (stereo not given in full)	-1	0	20	-2	5	-13	-7	-4	2
COc1ccccc1CNC(=O)C(=O)Nc1nccs1	2	-8	2	-3	-3	-11	1	5	0
O=C(Nc1ccc2c(c1)OCCO2)C1CCC1	1	-6	13	-1	4	4	8	1	-5
Cc1ccccc1OCC(=O)N/N=C1\SCC(=O)N1Cc1ccccc1	-1	3	3	0	-12	5	8	-1	-2
COc1ccc(CCN(C)C(=O)c2cc(-c3ccccc3)nc3ccc(C)cc23)cc1OC	-2	-5	-1	11*	5	4	3	-13	-10
CCCCn1c(N)c(N(CC(C)C)C(=O)c2cccc(S(=O)(=O)N3CCN(C(C)=O)CC3)c2)c(=O)[nH]c1=O	-4	-19	-5	-5	-5	-7	-3	11	-4
CC(C)[C@H](NC(N)=O)C(=O)NCCc1ccc(Cl)cc1	3	5	3	-4	12	-18	2	0	-3
Cc1csc(NC(=O)c2cc(-c3ccccc3)nc3ccccc23)n1	-2	7	19	-4	2	-11	3	2	-4
COc1ccc(-c2cnc(SCC(=O)Nc3nc(C(C)(C)C)cs3)n2Cc2ccco2)cc1	2	-8	-39	-5	4	16	-8	4	4
CCCCN1C(=O)C2NN=C(C(=O)OCC)C2C1=O (stereo not given)	3	-26	28	0	9	-16	11	-2	-1
CSc1ccccc1NC(=O)c1cnc2n(c1=O)CCS2	1	-4	4	0	11	-2	11	10	9
O=C(NNC(=S)Nc1ccccc1)c1ccco1	5	-1	19	-2	3	5	0	-3	-1
O=C(CSc1nnc(-c2ccco2)o1)NC1CC2CCC1C2 (stereo not given)	1	7	27	0	-6	-8	3	6	5
CCC(C)NC(=S)N1CCN(Cc2ccc3c(c2)OCO3)CC1 (stereo not given)	0	-6	14	-2	-12	2	-1	-11	-7
COc1ccc(-c2nc3c(c(=O)[nH]c(=O)n3Cc3ccccc3)n2Cc2ccccc2)cc1	-1	-9	-238	-6	1	-2	21	2	-2
CCN(CC)CC(=O)Nc1nc(-c2ccc(Cl)cc2)cs1	-1	1	20	-1	2	15	10	-9	-11
CC(C)COC(=O)OCN1C(=O)CN(CCN2CC(=O)N(COC(=O)OCC(C)C)C(=O)C2)CC1=O	3	-18	1	-6	-4	-2	-5	3	2

Some of the entries so far, in CSV form:
Compound,SENP1 FRET inh,SENP6 block,SENP8 block-1,MIN6 prolif,HKDC1 inh,PfG6PD inh,UBC13 inh,SENP7 block,SENP8 block-2
COc1ccccc1C(=O)C1CCCN(C(=O)c2cc(C(C)C)no2)C1 (stereo not given),1,-11,0,-2,-5,1,-10,-2,-11
CC(C)Cn1c(N)c(C(=O)COC(=O)/C=C/c2ccccc2)c(=O)n(C)c1=O,-4,-6,0,-5,0,-2,-8,-13,-8
CCOc1ccccc1C(=O)N1CCOCC1,1,-6,8,0,-1,-16,-2,-8,-11
CN(C)N(Cc1ccccc1)C(=O)C(O)(c1ccccc1)c1ccccc1,2,-18,11,3,-5,-13,-3,-9,-9
C=CCn1c(=N)n(CC(O)COc2ccc(OC)cc2)c2ccccc21 (stereo not given),-2,2,16,-5,-7,-3,7,6,8
CCN(CC)CCNC(=O)c1ccc(NC(=O)c2cn(-c3ccccc3)nc2-c2cccs2)cc1,2,-16,-12,-6,-2,7,103*,9,-7
